Source: PubChem (several laboratories)
PKA-R1A act = activators of PKA-R1A holoenzyme, primary screen, biochemical, fluorescence polarization, Cy5-IP20, bovine R1A, mouse PKAc; cAMP-dependent protein kinase type I-alpha regulatory subunit (Bos taurus) + …; PKA-R1A dissociation; scaled: DMSO 0%, 113 µM cGMP 100%; activation, % at 11.4 µM; hit rate 0.083% among 340,000; AID 504707, 2011;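 active = percent activation above the mean of all tested compounds plus 3 SD, cut at about 19% in these data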;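 also: higher means more PKAc released from R1A so a rise in polarization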
PfHsp90 set2 = growth inhibition of PfHsp90-expressing yeast, primary screen, antimalarial PfHsp90 inhibitor project, S. cerevisiae, BacTiter-Glo luminescence, single point, set 2 | BacTiter-Glo ATP, 48 h; yeast lacking PDR1 and PDR3 efflux regulators | inhibition, % at 9.4 µM | hit rate 0.32% among 310,000;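 active = every replicate shows inhibition above about 80%, whatever the replicate mean, limit read from the data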;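 also: 0% = DMSO neutral controls and 100% = 20 µM radicicol positive controls; yeast relying on Plasmodium falciparum Hsp90 in place of its own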
AddAB inh = growth inhibition of E. coli expressing H. pylori AddAB, primary screen, AddAB inhibitor project, absorbance; inhibition, % at 11.9 µM; hit rate 0.29% among 330,000; in the data active = inhibition above about 12%;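 also: 0% = vehicle wells of infected cells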
Ecoli viability = E. coli V3065 growth inhibition, primary screen, counter-screen for AddAB inhibitor project, absorbance, OD600; 18 h; inhibition, % at 11.9 µM; hit rate 0.27% among 330,000;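 active = inhibition above the campaign's mean inhibition across all tested compounds plus 3 SD, cut at about 9.9% in these data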;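 also: uninfected addAB+ strain grown without phage in ampicillin broth; 0% = DMSO wells and 100% = ciprofloxacin 0.95 µg/ml wells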
HTR5A inv ag = HTR5A inverse agonists in luminescence cell assay, primary screen, counter-screen for OPRM1-OPRD1 heterodimer inverse agonist project, full-deck HTS; 5-hydroxytryptamine receptor 5A (Homo sapiens), P47898; HTR5A cell line, inverse agonism; inhibition, % at 9.3 µM; hit rate 0.083% among 340,000; AID 504634, 2011; in the data active = inhibition mostly above about 23%, no sharp cut-off; inactive = mostly below about 18%;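 also: 0% = cells with DMSO and 100% = no-cell wells with DMSO; some compounds called inactive have numbers as strong as hits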
Target sequence (P47898 whole entry, looked up): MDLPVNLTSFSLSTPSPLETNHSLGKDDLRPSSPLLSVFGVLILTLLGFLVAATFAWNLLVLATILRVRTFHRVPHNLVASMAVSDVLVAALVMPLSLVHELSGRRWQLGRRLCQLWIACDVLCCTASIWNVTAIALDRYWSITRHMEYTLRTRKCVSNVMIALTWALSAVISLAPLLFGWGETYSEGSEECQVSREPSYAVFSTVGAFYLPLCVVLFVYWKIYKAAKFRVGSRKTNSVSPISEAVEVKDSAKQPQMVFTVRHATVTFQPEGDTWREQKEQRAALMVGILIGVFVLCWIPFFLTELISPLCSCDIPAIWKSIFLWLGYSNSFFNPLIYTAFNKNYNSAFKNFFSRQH
MOR-DOR ag = agonists of OPRM1-OPRD1 heterodimerization, primary screen, cell-based, luminescence; AID 504326, 2011; activation, % at 9.3 µM; cells; hit rate 0.3% among 340,000; Mu-type opioid receptor (Homo sapiens) + Delta-type opioid receptor (Homo sapiens), …; in the data active = activation above about 18%;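 also: 0% = vehicle-treated cells and 100% = reference agonist; values of inactives mirror those of a sister screen read the other way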
OPRM1-OPRD1 inv = inverse agonists of MOR-DOR heterodimerization, primary screen, cell-based, luminescence | cell-based MOR-DOR heterodimer luminescence, inverse agonism | inhibition, % at 9.3 µM | hit rate 0.21% among 340,000 | AID 504357, 2011; in the data active = inhibition above about 22%, passing the limit was not always enough;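 also: 0% = cells with DMSO and 100% = wells without cells with DMSO; values of inactives mirror those of a sister screen read the other way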
Tat export inh = E. coli Tat export inhibitors, primary screen, MC4100, TorA-mCherry reporter, fluorescence, single point. inhibition, % at 10 µM. hit rate 0.036% among 340,000;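 active = mean replicate inhibition at least 50% and at least half of replicates individually reaching 50%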;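 also: exported cargo escapes ClpAP degradation while cytoplasmic cargo is degraded and loses fluorescence; 0% = median of neutral control wells and 100% = median of NaSCN control wells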
phage Ecoli inh = growth loss of phage-infected E. coli, primary screen, RecBCD inhibitor project, absorbance, with phage, HTS; inhibition, % at 11.9 µM; hit rate 0.26% among 360,000; AID 651602, 2012; in the data active = inhibition above about 11%
PKA-R2B activ = activators of PKA-R2B holoenzyme, primary screen, biochemical, fluorescence polarization, Cy5-IP20, human | AID 504700, 2011 | hit rate 0.079% among 340,000 | PKA-R2B holoenzyme dissociation; R2B truncated from residue 108, S112A mutant; 0% DMSO only, 100% 113 µM cGMP | activation, % at 11.4 µM;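 active = activation above a cutoff set at the mean over all compounds plus 3 SD, cut at about 18% in these data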;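 also: higher means more holoenzyme dissociation and a rise in polarization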
Target sequence (P31323 whole entry, looked up, other chains not shown, the tested form may be a part): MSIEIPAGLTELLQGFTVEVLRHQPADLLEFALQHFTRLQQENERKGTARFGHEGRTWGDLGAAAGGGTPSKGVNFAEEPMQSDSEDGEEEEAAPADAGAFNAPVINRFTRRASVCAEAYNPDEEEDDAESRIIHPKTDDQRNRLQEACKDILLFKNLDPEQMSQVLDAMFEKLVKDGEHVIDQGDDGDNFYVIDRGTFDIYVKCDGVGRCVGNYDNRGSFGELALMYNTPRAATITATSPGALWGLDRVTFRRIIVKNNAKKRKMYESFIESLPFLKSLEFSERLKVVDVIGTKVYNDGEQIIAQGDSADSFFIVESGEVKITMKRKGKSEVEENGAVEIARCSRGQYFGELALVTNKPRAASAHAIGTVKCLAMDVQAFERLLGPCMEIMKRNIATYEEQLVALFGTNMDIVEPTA
SUMO Mot1 rescue = yeast Mot1-301 growth rescue at high temperature, primary screen, SUMOylation pathway inhibitor project, S. cerevisiae, ATP luminescence, 38.5C; S. cerevisiae Mot1-301 growth rescue; percent above DMSO median, 100 means doubled; growth rescue, % at 18.8 µM; hit rate 1% among 320,000;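 active = every valid replicate shows activation above 250% relative to neutral control wells; inactive = the rest, any valid replicate at or below 250%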;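 also: OY570 slx delta 5 strain wells were the positive control but not used for scaling; some compounds called inactive have numbers as strong as hits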
Starred values were filed as active, the others as inactive; . = no result given.

mol | PKA-R2B activ | OPRM1-OPRD1 inv | MOR-DOR ag | phage Ecoli inh | HTR5A inv ag | PKA-R1A act | Ecoli viability | Tat export inh | AddAB inh | SUMO Mot1 rescue | PfHsp90 set2
Cc1cc(NS(=O)(=O)c2ccc(NC(=O)COc3ccccc3[N+](=O)[O-])cc2)no1 | -3 | 18 | -3.4 | -0.9 | -39 | -6 | -1.4 | 8 | 0.9 | 291 | 3
C/C(=N/NC(=O)CNC(=O)/C=C/c1ccco1)c1ccc(Cl)cc1 | -4 | 4 | -0.8 | 3.1 | -1 | 4 | -1.7 | -13 | 1.3 | 117 | -11
CC(C)c1ccc(NC(=O)c2ccc3c(c2)CCN3S(C)(=O)=O)cc1 | -7 | 6 | -1.1 | 1.7 | -14 | 1 | -1.0 | -3 | 0.8 | -4 | 10
CCCN1C(=O)c2cc(C(=O)Nc3ccc(OC)c(OC)c3)ccc2C1Nc1ccc(OC)c(OC)c1 (stereo not drawn) | -1 | 8 | -1.5 | 3.8 | 5 | 8 | -1.1 | 2 | 5.0 | 125 | -8
Cc1sc(NC(=O)Cn2c(=O)oc3ccccc32)nc1-c1ccc(Cl)cc1 | 0 | -15 | 2.7 | 5.1 | 25 | 2 | -3.0 | 1 | 1.9 | 15 | -9
Cc1ccc(N(CC(=O)NCc2ccccn2)S(=O)(=O)c2ccccc2)cc1Cl | -5 | 4 | -0.8 | 2.3 | -1 | -11 | . | 6 | . | 10 | -25
COCCn1nnnc1CN1CCC(O)(c2cccc(C(F)(F)F)c2)CC1 | 6 | -8 | 1.4 | 0.0 | -1 | 0 | -2.2 | 8 | -3.3 | -17 | 20
NNC(=O)CSCc1nc(-c2ccccc2)cs1 | -5 | -2 | 0.4 | 2.3 | -15 | 4 | -0.8 | -5 | 1.2 | -15 | 3
O=C(Nc1ccc2nc[nH]c2c1)c1ccco1 | -1 | 9 | -1.5 | 1.9 | -6 | 1 | -1.0 | -2 | 1.9 | 4 | -2
COc1cc2c(cc1OC)C(c1ccccc1)CC2=O (stereo not drawn) | -7 | 13 | -2.6 | 2.5 | 4 | -5 | -1.6 | 0 | -2.0 | 0 | 20
CN1CCN(CCC(=O)Nc2ccc3c(c2)OCO3)CC1 | 0 | 1 | -0.1 | 4.4 | -13 | 3 | 1.4 | -1 | -0.5 | 4 | 18
Cc1cc(Br)ccc1NC(=O)CN1CCN(c2ccccn2)CC1 | -1 | 9 | -2.1 | -1.1 | 2 | 6 | -0.8 | 2 | 0.5 | 6 | -22
COCCN(C(=O)CSc1nnc(-c2cccs2)n1N)c1c(N)n(Cc2ccccc2)c(=O)[nH]c1=O | 9 | 7 | -1.2 | 2.9 | -5 | 11 | 1.4 | 3 | 4.5 | -18 | 3
c1ccc(Sc2cnc3ccccc3n2)cc1 | 0 | -12 | 1.9 | 2.9 | 8 | -7 | 1.2 | 11 | 1.0 | 482 | -14
O=C(CCN1C(=O)c2ccccc2C1=O)NCc1ccncc1 | -1 | 10 | -1.8 | 0.6 | -13 | -6 | -1.6 | -4 | 3.0 | 22 | 4
Cc1cc([N+](=O)[O-])nn1Cc1noc(C(=O)NCCc2ccccn2)n1 | -12 | -5 | 0.6 | -0.3 | -2 | -2 | 2.8 | 8 | 2.1 | 9 | 7
Cc1ccc(C(=O)Nc2c(C)n(C)n(-c3ccccc3)c2=O)cc1S(=O)(=O)N1CCOCC1 | 7 | 21 | -4.4 | -0.7 | -22 | -4 | -0.4 | 0 | 1.9 | . | 7
NC1=NC(=Nc2ccc(S(=O)(=O)N3CCOCC3)cc2)c2ccccc21 | -2 | 14 | -2.6 | 3.7 | 0 | -2 | 2.1 | -1 | 1.0 | 14 | 0
COc1cc(NC(=O)c2ccccc2)c(OC)cc1NC(=O)CN1C(=O)N(C)C2(CCCCC2)C1=O | -4 | 1 | -0.2 | 2.7 | -2 | -4 | . | 1 | . | . | 5
CCOC(=O)c1c(C)oc2c(F)c(F)c(F)c(F)c2c1=O | -12 | 0 | 0.0 | 3.2 | 22 | -4 | -1.1 | -4 | 1.6 | 49 | .
CCOc1cc(/C=N/Nc2nn3cnnc3c3ccccc23)ccc1O | -2 | 9 | -1.7 | 0.0 | -2 | -3 | 0.3 | -3 | 2.1 | -9 | -5
COc1ccc(C2(c3ccc(OC)cc3)NC(=O)N(CC(=O)Nc3ccccc3C)C2=O)cc1 | -17 | 15 | -2.8 | -0.2 | -6 | -2 | . | 0 | . | 86 | -4
COc1ccc(OC)c(S(=O)(=O)N(C)CC(=O)N2CCN(c3ccccc3)CC2)c1 | -13 | 10 | -1.8 | 3.3 | -28 | -1 | -0.1 | 1 | -0.8 | -2 | 1
CSC(=Nc1cccc(C)c1)NC#N | -4 | 4 | -0.9 | 3.9 | -6 | -10 | 2.9 | -4 | 2.6 | 11 | 15
CC/C(=N\N=C1\SC(C)C(=O)N1Cc1ccco1)c1ccccc1 (stereo not drawn) | -10 | -29 | 5.6 | 2.7 | -7 | 1 | -0.7 | -7 | 7.0 | -4 | -8

Next section.
mol | PKA-R2B activ | OPRM1-OPRD1 inv | MOR-DOR ag | phage Ecoli inh | HTR5A inv ag | PKA-R1A act | Ecoli viability | Tat export inh | AddAB inh | SUMO Mot1 rescue | PfHsp90 set2
NC(=O)CC1NC(=O)c2ccccc21 (stereo not drawn) | 10 | 18 | -3.6 | 2.4 | 22 | -10 | 1.4 | 7 | -0.8 | 17 | 12
Cc1cc(NC(=O)CSc2nnc(-c3ccccc3)n2C)no1 | -11 | 2 | -0.3 | 3.4 | 3 | -7 | 1.9 | 1 | 3.9 | 202 | 16
CCCCn1c(N)c(N(CCOC)C(=O)CCS(=O)(=O)c2ccc(Cl)cc2)c(=O)[nH]c1=O | -7 | -2 | 0.3 | -0.7 | -13 | 0 | 2.5 | 4 | 0.9 | 40 | .
Cc1ccccc1NC(=O)C1CC(=O)N(c2ccc3c4c(cccc24)CC3)C1 (stereo not drawn) | -1 | 2 | -0.4 | 0.5 | -1 | 6 | -1.7 | -2 | -1.5 | -20 | -15
COc1ccc(C2NC(=S)NC3=C2N2CCC3CC2)cc1 (stereo not drawn) | -3 | 4 | -0.8 | 0.2 | 6 | 3 | -2.6 | -6 | -1.0 | -4 | 8
O=C(CNC(=O)C1CCCCC1)Nc1ccc(F)c(Cl)c1 | 4 | 11 | -2.2 | -0.5 | 10 | -11 | -1.7 | -9 | -0.9 | -1 | 27
FC(F)(F)c1cc(-c2cccs2)nc2ncnn12 | -5 | 4 | -0.8 | 1.1 | 5 | -17 | 2.1 | -4 | 3.0 | -4 | -7
Cc1ccc(C)c(N2CC(C(=O)Nc3cc(C)on3)CC2=O)c1 (stereo not drawn) | -3 | -9 | 1.5 | 0.9 | -36 | -2 | -1.7 | -2 | 0.3 | -14 | 10
COc1cccc(CN2CC(C(=O)N(C)Cc3ccnc4ccccc34)CCC2=O)c1 (stereo not drawn) | -1 | 5 | -1.1 | -1.1 | 8 | 2 | -3.1 | 8 | -0.1 | -4 | 11
c1ccc(CNc2nc3ccccc3n2CCN2CCOCC2)nc1 | 9 | . | . | 3.9 | . | -7 | -0.9 | -2 | -0.6 | 0 | -3
Cc1ccc(S(=O)(=O)CCC(=O)OCC(=O)NCc2ccccc2)cc1 | 3 | -13 | 2.0 | 3.8 | 1 | 1 | 0.5 | 0 | 3.4 | 2 | .
OCCC1CN(Cc2cnc(N3CCCC3)s2)CCN1C1CCCC1 (stereo not drawn) | 5 | 13 | -2.7 | -0.2 | -6 | -15 | -1.6 | 8 | -1.9 | 13 | 4
COC(=O)[C@@H]1C[C@@]2(O)[C@H](O)[C@H](O)[C@H](O)C[C@H]2N1Cc1cc(OC)cc(OC)c1 | -11 | 4 | -0.7 | 0.2 | -14 | -3 | -2.4 | 0 | 1.4 | -1 | 8
CN1C(C)(C)CCCC1(C)C | 8 | 8 | -1.4 | 1.3 | -6 | 3 | -2.4 | 0 | 0.1 | -15 | 8
Cc1ccccc1-n1c(=O)c(C#N)cc2c(=O)n3ccccc3nc21 | 16 | 6 | -1.3 | 3.6 | 8 | 9 | 1.0 | 15 | 1.7 | -6 | 4
Cc1ccc(C(=O)OCC(=O)NCc2ccc3c(c2)OCO3)s1 | 13 | 5 | -0.9 | 2.5 | -5 | -7 | 1.2 | -6 | 1.6 | 1 | -10
N#C/C(=C\C1CC2C=CC1C2)c1nc2ccccc2[nH]1 (stereo not drawn) | 0 | -23 | 5.2 | 2.4 | -8 | -2 | -0.2 | -1 | 2.4 | -3 | -4
COc1cccc(/C(O)=C2/C(=O)C(=O)N(c3cc(C)on3)C2c2cccs2)c1 (stereo not drawn) | -10 | -9 | 1.6 | -1.9 | -29 | 1 | -4.6 | 0 | 0.6 | 162 | -18
COC(=O)N/N=C/c1cccc([N+](=O)[O-])c1 | -7 | -2 | 0.3 | 1.3 | -2 | -3 | 2.3 | 1 | 3.6 | -7 | -7
CC(=O)c1cccc(NC(=O)COC(=O)c2cccs2)c1 | 2 | 6 | -1.3 | 3.7 | 8 | -3 | -0.8 | -2 | 0.1 | -7 | -12
C=C(C)COc1ccc(-c2[nH]ncc2-c2ccc(OC)c(OC)c2)c(O)c1 | -2 | -17 | 2.8 | 3.4 | 15 | -13 | 1.2 | 2 | 0.5 | 272 | -3
O=C(NCCS(=O)(=O)N1CCN(Cc2ccccc2)CC1)c1ccccc1 | 4 | 5 | -0.8 | 2.6 | -11 | 0 | 1.8 | -3 | 0.8 | 6 | .
Cc1ccnc(NC(=O)C2CCN(S(=O)(=O)c3c(C)c(C)cc(C)c3C)CC2)c1 | -5 | -11 | 2.1 | 1.5 | -16 | -10 | 2.0 | 8 | 2.8 | -12 | 8
N/C(Cn1nnc(-c2ccccc2)n1)=N\O | -6 | 1 | -0.3 | 2.5 | -27 | -11 | 2.5 | 6 | 4.5 | -15 | 3
O=C(NCCSCc1ccco1)Nc1cccc(Cl)c1 | 4 | -4 | 0.6 | 4.3 | 3 | 10 | 1.6 | 11 | 2.3 | 8 | -32
Cc1[nH]c2ccccc2c1C(=O)C(=O)NC1CC1 | 9 | 6 | -0.8 | -2.1 | -25 | -5 | 3.1 | -5 | 3.9 | -15 | -34
CCOC(=O)N1CCC(c2nc3ccccc3[nH]2)CC1 | -8 | -8 | 1.5 | 0.2 | 3 | -23 | -1.0 | -2 | -0.7 | 105 | 20
